PGC1a acetyl inh: inhibitors of PGC1a acetylation signal, primary screen, cell-based, U2OS, AlphaScreen, inhibitor mode; 350,000 compounds, 0.17% hits; AlphaScreen anti-acetyl-lysine; with virally co-expressed GCN5 acetyltransferase; inhibition, % at 15.6 µM;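 active means every replicate shows inhibition of at least 40%; inconclusive means mean inhibition at least 40% but some replicate below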;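 further: 0% = neutral control wells and 100% = positive control wells; some results beyond the cut were filed as inactive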
E-selectin induc: E-selectin induction in HUVECs, primary screen, imaging, HUVEC, immunofluorescence imaging, single point; 260,000 compounds, 0.37% hits; activation, % at 7.58 µM; normalized: neutral wells 0, TNF-alpha wells 100; AID 686992, 2013;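 active means mean E-selectin-positive cell signal at least 10% of the positive control, reached in at least 60% of replicates, without over 20% cell loss; inconclusive means no rule given, readout overlaps actives, possibly toxicity-flagged; inactive means the rest, including those meeting only one limit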;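 further: in these data hits start at about 27%; measured in HUVEC primary endothelial cells; signal is the percent of cells scored E-selectin positive by PE staining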
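material = human umbilical vein endothelial cells (HUVEC), E-selectin induction | quantity = 3,000 cells/well | medium = EGM-2 growth medium on 0.1% gelatin-coated wells | technique = immunofluorescence imaging | read-out basis = % PE-positive cells | control set = TNF-alpha positive control, DMSO neutral control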
RAD54 inh: inhibitors of human RAD54 branch migration, primary screen, biochemical, fluorescence, single point | RAD54 Holliday junction branch migration, FAM/BHQ fluorescence | DNA repair and recombination protein RAD54-like (Homo sapiens), Q92698 | 360,000 compounds, 0.14% hits | inhibition, % at 10.4 µM | AID 602329, 2012;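 active means mean normalized replicate activity at least 40 and at least half of replicates scoring 40 or more; inconclusive means only one of the two criteria met; inactive means mean below 40 and under half of replicates reaching 40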;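 further: 0% = median of neutral control wells and 100% = median of positive control wells; inhibitors cause a drop in the FAM fluorescence signal; in these data hits start at about 50%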
miR-122 sensor: miR-122 Renilla sensor signal increase in Huh7, primary screen, miR-122 inhibitor project, cell-based, single point, plate reader. activation (reporter increase), % at 12.5 µM. 340,000 compounds, 0.3% hits. AID 602342, 2012. Huh7 miR-122 Renilla luciferase sensor, 48 h; neutral wells = 0, positive control = 100;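 active means mean replicate activation score at least 90 and every replicate individually at or above 90; inconclusive means only one of the two criteria met; inactive means neither criterion met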;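 further: higher luciferase means less miR-122 activity so hits act as miR-122 inhibitors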
RAD52 inh: RAD52 DNA annealing inhibitors, primary screen, biochemical, FRET, single point, set 2; recombinant RAD52 DNA annealing, FRET fluorescence; inhibition, % at 18.7 µM; 360,000 compounds, 0.46% hits;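 active means every replicate showing at least 50% inhibition; inconclusive means mean inhibition at least 50% but not in every replicate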
ERAP1 inh: human ERAP1 aminopeptidase inhibitors, primary screen, biochemical, single point, plate reader. 340,000 compounds, 0.15% hits. Endoplasmic reticulum aminopeptidase 1 (Homo sapiens), Q9NZ08. inhibition, % at 10.7 µM. recombinant ERAP1, Leu-AMC fluorescence, 60 min;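 active means mean replicate inhibition of at least 30%, or all replicates individually reaching that 30% level; inactive means mean below 30% and not every replicate reaching it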;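 further: 0% = neutral control wells and 100% = L-leucinethiol positive control wells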
Target sequence (Q9NZ08 whole entry, looked up): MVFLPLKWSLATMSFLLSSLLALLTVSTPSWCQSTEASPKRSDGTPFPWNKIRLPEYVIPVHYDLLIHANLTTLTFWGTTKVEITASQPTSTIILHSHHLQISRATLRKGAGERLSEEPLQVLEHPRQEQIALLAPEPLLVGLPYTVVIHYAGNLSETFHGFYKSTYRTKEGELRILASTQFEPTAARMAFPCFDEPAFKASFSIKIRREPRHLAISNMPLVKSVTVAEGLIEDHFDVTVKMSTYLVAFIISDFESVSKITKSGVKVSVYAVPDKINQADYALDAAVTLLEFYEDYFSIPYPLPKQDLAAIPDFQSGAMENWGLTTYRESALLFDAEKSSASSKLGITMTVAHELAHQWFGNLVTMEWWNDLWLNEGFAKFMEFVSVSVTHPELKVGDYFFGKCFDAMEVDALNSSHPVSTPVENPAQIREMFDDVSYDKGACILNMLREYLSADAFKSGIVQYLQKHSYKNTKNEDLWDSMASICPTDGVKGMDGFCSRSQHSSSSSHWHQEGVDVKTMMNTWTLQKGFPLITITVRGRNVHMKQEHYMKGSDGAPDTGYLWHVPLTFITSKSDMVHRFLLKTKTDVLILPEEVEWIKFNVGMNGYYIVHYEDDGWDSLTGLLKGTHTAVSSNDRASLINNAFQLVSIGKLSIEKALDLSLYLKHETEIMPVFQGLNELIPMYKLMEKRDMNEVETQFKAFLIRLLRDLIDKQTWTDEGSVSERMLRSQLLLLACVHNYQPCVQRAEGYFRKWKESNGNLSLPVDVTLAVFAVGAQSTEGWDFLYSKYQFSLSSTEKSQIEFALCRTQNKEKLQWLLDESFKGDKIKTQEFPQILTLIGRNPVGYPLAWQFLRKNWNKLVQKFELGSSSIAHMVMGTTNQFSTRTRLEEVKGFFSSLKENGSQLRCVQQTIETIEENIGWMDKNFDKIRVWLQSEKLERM
Cneo AK release: Cryptococcus neoformans cell lysis inducers, primary screen, AK release luminescence, single concentration; C. neoformans lysis, adenylate kinase release luminescence, 4 h; normalised: neutral wells 0, clomiphene wells 100; lysis activity, % at 15 µM; 360,000 compounds, 0.2% hits;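 active means mean lysis activity across replicates of at least 80%, whatever share of replicates individually reach that level; inactive means mean lysis activity below 80%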
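Test system: log-phase Cryptococcus neoformans yeast cells; Quantity: yeast cell density of 5 × 10^6 cells/mL; Buffer or medium: YPD; Doses: single compound concentration per well; Timing: 4 h at 37 °C static, read 1 h later; Measured by: AK luminescence; Read-out basis: lysis from increased AK signal; Control set: Clomiphene as positive control.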
PglD inh: C. jejuni PglD acetyltransferase inhibitors, primary screen, biochemical, DTNB colorimetric, single point; inhibition, % at 12.5 µM; 360,000 compounds, 0.098% hits; purified PglD enzyme, DTNB colorimetric CoA detection; AID 602405, 2012; UDP-N-acetylbacillosamine N-acetyltransferase PglD (Campylobacter jejuni); in the data active means inhibition above about 16%, passing the limit was not always enough; inconclusive means no clear call, values can overlap the other calls; further: strong numbers were not always called active
The depositor's hits bear a star; u = inconclusive; x = not tested or not shown; & = joins results of further samples; [ ] = dose if it differs, or a comment. An unsorted share of the library; overall some 1.4% were active at least once.

Second line of a record: PglD inh, E-selectin induc, RAD52 inh, RAD54 inh, ERAP1 inh, miR-122 sensor, Cneo AK release, PGC1a acetyl inh
1: O=C(NOCc1ccccc1)c1cccc([N+](=O)[O-])c1
 : 5, -0.7, -14, 6, 0, -3, -1, 1
2: C[C@H]1CCCCO[C@@H](CN(C)Cc2ccc(C(=O)O)cc2)[C@@H](C)CN([C@@H](C)CO)C(=O)c2cc(NS(=O)(=O)c3cccs3)ccc2O1
 : 2, -0.1, 7, -1, -2, 5[16.7 µM], 1, 7
3: COc1ccccc1NC(=O)N1CC(=O)N2[C@H](CO)[C@H](c3ccc(C#CC(C)C)cc3)[C@H]2C1
 : x, 1.4, 6, x, 2, x, x, 0
4: CC(C)CCNS(=O)(=O)c1ccc(-c2ccc(S(=O)(=O)NCCC(C)C)cc2)cc1
 : -3, x, 7, 5, 4, 7, 2, 2
5: O=c1oc(-c2cccs2)nc2sc3c(c12)CCCC3
 : -1, x, x, 8, x, 9, -2, 8
6: O=C(Nc1cccnc1)c1ccccc1F
 : 1, x, x, 4, x, -6, -1, 10
7: CC(C)CN(C(=O)CSc1nc2ccccc2o1)c1c(N)n(Cc2ccccc2)c(=O)[nH]c1=O
 : 5, 2.2, -21, -2, -1, x, -2, x
8: c1ccc(-c2nnc(SCc3cn4ccsc4n3)o2)cc1
 : -2, x, x, -1, x, -7, 1, -34
9: O=C(c1ccccn1)N1CC[C@@H]2[C@H]1c1cc(-c3ccccc3F)ccc1N[C@@H]2CO
 : 0, 0.6, x, 6, x, 0[16.7 µM], -12, -4
10: O=C(NC1CC1)c1ccc2sc([C@H]3C[C@H](O)[C@@H](CO)O3)nc2c1
 : 2, -0.2, 0, 6, 6, 0, 1, 2
11: COc1cccc(NC(=S)NC(=O)Cc2ccc(Cl)cc2)c1
 : -1, x, 5, -1, 4, -3, 83*, 8
12: O=C(CC1CC2CCC1C2)N1CCN(S(=O)(=O)c2ccc(C(F)(F)F)cc2)CC1 (stereo not drawn)
 : 1, x, -13, -7, 1, -21, 0, x
13: Cn1c(=O)c2c(nc(CN3CCc4ccccc4C3)n2Cc2cccc(Cl)c2)n(C)c1=O
 : 0, x, -42, -2, 5, -2, -1, x
14: COc1ccc(NC(=O)N(C)C[C@H]2Oc3ccc(NS(=O)(=O)c4ccc(Cl)cc4)cc3C(=O)N([C@@H](C)CO)C[C@@H]2C)cc1
 : 5, -7.5, 15, 5, 4, 3[16.7 µM], 62, -5
15: C[C@@H]1CN([C@@H](C)CO)C(=O)c2cccc(NC(=O)C3CCOCC3)c2O[C@@H]1CN(C)S(=O)(=O)c1ccccc1
 : -1, -14, 2, 12, 1, 1[16.7 µM], 40, 3
16: COc1ccc2[nH]cc(CCNC(=O)c3ccc4ccccc4n3)c2c1
 : -4, x, -10, 3, -3, 7, -5, -5
17: O=C(C[C@@H]1CC[C@@H]2[C@H](COC[C@@H](O)CN2S(=O)(=O)c2ccc(F)cc2)O1)NCc1ccc(Cl)c(Cl)c1
 : -4, 0.1, 23, -5, 0, 29[16.7 µM], -1, -3
18: CC(C)(O)c1[nH]c2cc(F)ccc2c1C(C)(C)O
 : 5, 0.3, x, 9, x, x, -1, x
19: C[C@H](CO)N1C[C@H](C)[C@H](CN(C)C(=O)Cc2ccccc2)Oc2cc(-c3cncnc3)ccc2S1(=O)=O
 : 1, 0.0, 6, 2, 2, 8[16.7 µM], 2, -4
20: CCOC(=O)c1sc2nc(CSc3ccccc3Cl)[nH]c(=O)c2c1C
 : x, 8.6, -76, x, -3, 7, x, 2
21: Cc1cc(=O)oc(C)c1C(=O)NCCN1CCOCC1
 : -1, x, x, -8, x, -2, 8, -8
22: CCOc1ccc(Nc2cc(=O)[nH]c(=O)[nH]2)cc1
 : -3, x, -7, 1, 1, -9, 0, x
23: CCOCc1cc(CN2CCC(CCC(=O)NC3CC3)CC2)ccc1OC
 : 2, x, -17, -20, 2, 10, -1, x
24: O=C(Nc1ccncc1)c1ccc2c(c1)C(=O)N(C1CCCCC1)C2=O
 : -9, x, x, -2, x, -6, 3, -12
25: CCCNC(=O)Cc1c(C)n(C(=O)c2ccc(Cl)cc2)c2ccc(OC)cc12
 : -1, 0.0, 0, -5, -5, 3, -11, -14
26: Cc1ccc(C)c(OC2=NS(=O)(=O)c3ccccc32)c1
 : x, -0.5, -3, x, 0, x, x, 2
27: COc1cc(Cl)cc(C(c2c(C(=O)O)[nH]c3ccccc23)c2c(C(=O)O)[nH]c3ccccc23)c1O
 : 13, x, -6, -1, 7, 6, -1, -2
28: Nc1ccc(Oc2ccc3c(c2)C(=O)N(CC2CCCO2)C3=O)cc1 (stereo not drawn)
 : 2, -0.1, -12, 7, 0, -6, -5, 0
29: O=S(=O)(c1ccccc1F)N1CC[C@@H]2[C@@H](CO)Nc3ccc(-c4ccccc4)cc3[C@@H]21
 : 1, 1.4, 24, 3, 0, 85[16.7 µM], 7, -5
30: COc1ccccc1NC(=O)Cn1c(CN2CCCCC2)nc2ccccc2c1=O
 : 4, x, -7, 18, -2, x, -1, -5

Looked up one by one from the list above, four records:
Second line of a record: PglD inh, E-selectin induc, RAD52 inh, RAD54 inh, ERAP1 inh, miR-122 sensor, Cneo AK release, PGC1a acetyl inh
17: O=C(C[C@@H]1CC[C@@H]2[C@H](COC[C@@H](O)CN2S(=O)(=O)c2ccc(F)cc2)O1)NCc1ccc(Cl)c(Cl)c1
 : -4, 0.1, 23, -5, 0, 29[16.7 µM], -1, -3
12: O=C(CC1CC2CCC1C2)N1CCN(S(=O)(=O)c2ccc(C(F)(F)F)cc2)CC1 (stereo not drawn)
 : 1, x, -13, -7, 1, -21, 0, x
30: COc1ccccc1NC(=O)Cn1c(CN2CCCCC2)nc2ccccc2c1=O
 : 4, x, -7, 18, -2, x, -1, -5
28: Nc1ccc(Oc2ccc3c(c2)C(=O)N(CC2CCCO2)C3=O)cc1 (stereo not drawn)
 : 2, -0.1, -12, 7, 0, -6, -5, 0

Continued:
Second line of a record: PglD inh, E-selectin induc, RAD52 inh, RAD54 inh, ERAP1 inh, miR-122 sensor, Cneo AK release, PGC1a acetyl inh
31: O=C(NCc1nc2ccccc2[nH]1)C1=C[C@@H](C2CCCCC2)C[C@@H](OCc2ccc(CO)cc2)O1
 : -5, 0.3, -22&26, 7, -2&0, 2, -3&-6, -5&-13
32: CCC(=O)NC[C@@H]1[C@@H](c2ccccc2)[C@H](CO)N1C(=O)C1CC1
 : -1, -0.1, -4, 5, 2, 0[16.7 µM], -1, 3
33: CSc1ccc(CN(C)CC(=O)Nc2c(F)cccc2F)cc1
 : 1, -0.1, 1, -2, 2, -2, 1, -6
34: O=C(C[C@H]1CC[C@@H](NC(=O)c2ccccn2)[C@@H](CO)O1)NCc1cc(F)cc(F)c1
 : 5, 0.6, -2, 3, 8, x, 58, -2
35: CCc1c(C)nc(N)nc1Cl
 : -3, u, -12, 6, x, -4, -1, u
36: CC(=O)c1cc(CN2CCN(C3CCCCC3)C(CCO)C2)cs1 (stereo not drawn)
 : -6, x, -7, 7, 4, -15, 2, 1
37: Nn1c(Cc2cccc3ccccc23)nnc1SCc1ccccc1Cl
 : 6, x, x, 0, x, 32, 0, -28
38: CCCn1nc(C(=O)NC2CCCC2)c2ccccc2c1=O
 : 8, -1.7, -5, -7, 2, 3, -3, -7
39: CCc1cc(=O)[nH]c(SCC(=O)N2CCCC2)n1
 : 3, 1.8, -11, 5, 1, 3, 0, -1
40: CC1(C(=O)Nc2ccc(Cl)c(Cl)c2)CCN1C(=O)CC(c1ccccc1)c1ccccc1 (stereo not drawn)
 : -7, 0.7, -7, -5, 1, -2, -10, -3
41: COc1ccc([C@H]2[C@H](C(=O)C(C)(C)C)N3N=Cc4ccccc4C3C23C(=O)OC(C)(C)OC3=O)cc1 (stereo partly drawn)
 : -5, x, x, -8, x, -5, 0, 3
42: C/C=C/c1cnc2c(c1)C(=O)N([C@H](C)CO)C[C@@H](C)[C@H](CN(C)Cc1cccc(C(=O)O)c1)O2
 : 1, 0.1, -7, 5, -3, 19[16.7 µM], -3, 17
43: CSc1ncc(Cl)c(C(=O)Nc2nnc(SC/C=C/c3ccccc3)s2)n1
 : -24, x, -6, 9, -2, -1, 1, 13
44: O=C(Nc1ccccc1)N1CCOCC1
 : 1, x, x, -6, x, 3, 2, -5
45: CC[N+]1=C(C)C(C)(C)c2cc(C)ccc21
 : 0, 169*, -47, -51, 14, -3, -7, -6
46: CN1C(=O)c2cc(NS(C)(=O)=O)ccc2OC[C@H]2O[C@H](CC(=O)NC3CCCCC3)CC[C@H]21
 : 1, 1.9, -3, -8, -4, x, -1, x
47: Cc1cc(O)ccc1-c1cnc2ccccc2n1
 : -2, x, x, 6, x, 2, -7, 2
48: OC[C@@H]1CN(Cc2cccnc2)C[C@H](n2cnc3c(N4CCN(c5ccccc5)CC4)ncnc32)O1
 : -2, 0.3, -2, -2, -1, 5, -1, 4
49: CCc1ccc2c(CN3CCN(S(=O)(=O)c4ccc5c(c4)OCCO5)CC3)cc(=O)oc2c1
 : -4, x, x, -8, x, -7, 2, -1
50: CCOc1ccc(C2C(C#N)=C(N)N(N(C)C)C3=C2C(=O)CCC3)cc1 (stereo not drawn)
 : -4, 0.1, -20, -1, -3, -2, 1, 1
51: Cc1noc(C)c1NC(=O)Nc1ccc2c(c1)C(=O)N([C@@H](C)CO)C[C@@H](C)[C@@H](CN(C)S(=O)(=O)c1c(C)noc1C)OCCCC[C@@H](C)O2
 : 7, -0.1, -4, -5, 0, 10[16.7 µM], 1, -1
52: COC(=O)NNC(=O)COc1ccc(Cl)cc1
 : 2, x, 4, -3, 5, -5, -3, 4
53: CO[C@H]1CN(C)C(=O)c2ccc(NS(=O)(=O)c3cn(C)cn3)cc2OC[C@@H](C)N(C)C[C@@H]1C
 : 1, -0.2, 4, -11, 3, 10[16.7 µM], -3, 2
54: CCOC(=O)CN(C)S(=O)(=O)c1ccc(-c2cc(C(=O)OC)sc2C(F)(F)F)cc1
 : -1, x, -18, -1, x, 6, 0, 5
55: COc1cccc(S(=O)(=O)N(C)C[C@H]2Oc3ncc(-c4cccc(C(=O)N(C)C)c4)cc3C(=O)N([C@H](C)CO)C[C@@H]2C)c1
 : 2, -0.7, -5, 4, 1, 5[16.7 µM], 7, 7

Entries of single compounds from above:
Cc1cc(O)ccc1-c1cnc2ccccc2n1 is listed as PglD inh: -2; E-selectin induc: x; RAD52 inh: x; RAD54 inh: 6; ERAP1 inh: x; miR-122 sensor: 2; Cneo AK release: -7; PGC1a acetyl inh: 2
COc1ccccc1NC(=O)Cn1c(CN2CCCCC2)nc2ccccc2c1=O is listed as PglD inh: 4; E-selectin induc: x; RAD52 inh: -7; RAD54 inh: 18; ERAP1 inh: -2; miR-122 sensor: x; Cneo AK release: -1; PGC1a acetyl inh: -5

High-throughput results deposited in PubChem by Broad Institute.
